Jurkat viability: cytotoxic compounds reducing Jurkat cell viability; Jurkat E6.1 viability, ATP luminescence, 48 h; inhibition, % at 4 µM; 1.2% of 56,000 active; AID 463;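 active means inhibition above the mean inhibition of all tested compounds plus 3 SD, cut at about 28% in these data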
M1 agonist: M1 muscarinic receptor agonism; CHO-M1 cells, Fluo-4 calcium fluorescence, agonist mode; active compounds read high; B-score at 10 µM; 3% of 64,000 active;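 active means fluorescence rise, raw or as B-score row- and column-corrected plate score, outside the 99.7% band of its plate's samples, either direction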
D1 allo mod: allosterically modulates the human D1 dopamine receptor; HEK293 D1, CRE-luciferase, dopamine EC30 potentiation; actives deviate in either direction; AID 641; B-score at 10 µM; 5.9% of 58,000 active; P21728;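 active means luminescence count or its row- and column-corrected plate score outside the 99.7% band of the plate's sample wells, on either side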
M1 antag: M1 muscarinic receptor (rat) antagonism. P08482. CHO-M1 cells, Fluo-4 calcium, ACh EC80 antagonist mode; active compounds read low. B-score at 10 µM. 3.4% of 64,000 active;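 active means calcium fluorescence response, raw or row-and-column corrected B-score, differing from the plate sample mean either way at a set confidence level, mostly lower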
NADH coupling: blocks coupling enzymes of NAD/NADH assays; AID 774; 0.02% of 65,000 active; IC50, µM (series often up to 10 µM), without a hit: at the top dose inhibition; coupled PK/LDH NADH assays, four targets;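 active means single-dose screening hits from any of four coupled enzyme assays that gave an IC50 when retested across doses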;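 further: the DPM-DC format reads NADH fluorescence rather than 340 nm absorbance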
HEK293 NFkB inh: inhibitors of the PMA/ionomycin-induced NF-kB reporter in HEK293 cells. HEK-293 NF-kB luciferase reporter, luminescence. inhibition, % at 3 µM. 0.21% of 62,000 active;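 active means inhibition above the mean of all tested compounds plus 3 SD, cut at about 40% in these data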;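 further: 0% = stimulated DMSO wells and 100% = 10 µM reference inhibitor 5653914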
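Reagent: PMA plus ionomycin mix as NF-kB-activating stimulus. Assay system: NF-kB luciferase reporter HEK-293 cells. Technique: luminescence from luciferase substrate reagent. Incubation: 1 h compound pre-incubation, 16 h PMA/ionomycin at 37 °C. Benchmarks: DMSO only as uninhibited control, 10 µM reference inhibitor as full inhibition. Repeats: tested once.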
SF-1 act: activators of human nuclear receptor SF-1 | Q13285 | CHO-K1 Gal4-SF-1 LBD luciferase reporter; % increase over DMSO SF-1-specific signal | activation, % at 10 µM | 1.9% of 65,000 active | AID 522;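 active means activation above the mean activation of all tested compounds plus 3 SD, cut at about 50% in these data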
Target sequence (Q13285 whole entry, looked up, the tested form may be a part): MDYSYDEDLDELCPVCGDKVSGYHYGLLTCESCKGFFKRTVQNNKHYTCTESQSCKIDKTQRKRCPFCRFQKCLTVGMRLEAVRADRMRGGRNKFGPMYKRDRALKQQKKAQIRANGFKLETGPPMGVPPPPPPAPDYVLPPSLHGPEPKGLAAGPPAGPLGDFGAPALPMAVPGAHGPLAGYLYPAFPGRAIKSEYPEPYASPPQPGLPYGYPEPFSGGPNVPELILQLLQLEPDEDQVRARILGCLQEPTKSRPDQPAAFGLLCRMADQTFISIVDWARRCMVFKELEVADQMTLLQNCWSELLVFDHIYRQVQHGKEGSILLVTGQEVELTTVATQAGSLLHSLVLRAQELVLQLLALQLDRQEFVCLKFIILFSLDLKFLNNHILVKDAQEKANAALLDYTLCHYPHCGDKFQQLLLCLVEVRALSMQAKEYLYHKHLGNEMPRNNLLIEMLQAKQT
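System: CHO-K1 cells with Gal4–hSF-1 LBD chimera plus Gal4-driven luciferase; quantity: 4,000 CHO-K1 cells per well; compound: one dose, 10 µM compound, 1% DMSO; times: 20 h compound treatment, 37 °C; measured by: SteadyLite luciferase luminescence; read-out: percent activation versus DMSO; benchmarks: DMSO and mock-transfected background; replicates: one test per compound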
TNAP act DEA: activates human TNAP at intermediate phosphate acceptor concentration; P05186; purified TNAP, CDP-star luminescence, 100 mM DEA, 30 min; active compounds read high; scale: 0 levamisole-inhibited, 1 vehicle-only enzyme; activation factor at 20 µM; 64,000 tested, under 10 active; AID 813;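 active means activation factor of at least 2 at 20 µM, relative to controls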
Target sequence (P05186 whole entry, looked up): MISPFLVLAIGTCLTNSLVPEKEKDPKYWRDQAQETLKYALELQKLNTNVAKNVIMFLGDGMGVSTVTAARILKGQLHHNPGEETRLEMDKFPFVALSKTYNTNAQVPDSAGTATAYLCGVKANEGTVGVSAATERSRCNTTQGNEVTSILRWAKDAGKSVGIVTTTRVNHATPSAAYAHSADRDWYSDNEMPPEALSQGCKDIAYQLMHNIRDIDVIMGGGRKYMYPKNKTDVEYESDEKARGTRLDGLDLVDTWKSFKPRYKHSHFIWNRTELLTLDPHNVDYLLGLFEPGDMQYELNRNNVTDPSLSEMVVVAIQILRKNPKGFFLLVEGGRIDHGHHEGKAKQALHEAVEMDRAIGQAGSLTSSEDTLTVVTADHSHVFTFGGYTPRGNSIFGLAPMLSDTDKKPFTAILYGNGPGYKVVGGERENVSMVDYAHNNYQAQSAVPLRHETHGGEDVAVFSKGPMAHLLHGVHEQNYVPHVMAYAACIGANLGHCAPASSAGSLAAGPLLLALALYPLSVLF
tolC growth inh: growth inhibitors of E. coli BW25113 tolC mutant; OD615; growth inhibition, % at 10 µM (by protocol); 2.2% of 65,000 active; AID 573;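 active means growth inhibition at or above a cutoff equal to the mean over every tested compound plus 3 SD, cut at about 60% in these data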;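 further: growth measured after 20 h incubation at 37 °C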
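Test system – E. coli BW25113 ΔtolC::kan, tolC deletion mutant strain · Detection – OD at 615 nm · Buffer or medium – LB with kanamycin 50 µg/mL · Times – 20 h compound exposure of bacteria at 37 °C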
The depositor's hits bear a star; . = not tested or not shown; [ ] = dose if it differs, or a comment.

SMILES	Jurkat viability	M1 agonist	D1 allo mod	M1 antag	NADH coupling	HEK293 NFkB inh	SF-1 act	TNAP act DEA	tolC growth inh
CC1CCCCC1NC(=O)c1nn(C)c(=O)c2ccccc12 (configuration not stated)	-2	-0.0029	2.1	0.0022	3%	-2	-6	0.8	-8
COCCOC(=O)c1c(C)nc(SCC(=O)Nc2ccc(C)cc2)c(C#N)c1-c1ccco1	.	0.57	.	0.7	3%	.	-3	0.9	9
O=C(O)Cn1c(CC(=O)N2CCCC2)nc2ccccc21	4	-0.32	0.4	-0.021	5%	25	-12	0.9	-26
COCCCNC(=O)CCc1nc2cccnc2n1Cc1ccccc1	-1	-0.76	-0.042	0.021	6%	13	-4	0.9	-17
CCc1oc(C(=O)O)cc1COC	-2	0.4	0.058	0.2	6%	14	-2	0.9	-28
O=S(=O)(c1ccc2c(c1)OCCO2)N1CCC(c2nc3ccccc3s2)CC1	-1	-0.16	-0.58	0.54	7%	18	-1	0.9	1
CN(C)C(=O)N1CCN(C(=O)c2ccccc2Sc2ccccc2C#N)CC1	2	-0.069	-0.33	1.3	6%	5	-14	0.9	-8
O=S(Cc1ccc(Cl)cc1)CC(O)COc1ccc(Cl)cc1 (configuration not stated)	5	-0.67	-0.76	0.53	2%	18	-20	0.9	-1
COc1ccccc1-n1c(SCC(N)=O)nnc1-c1ccc(S(=O)(=O)N2CCCCC2)cc1	0	0.043	0.81	-0.72	5%	21	-1	0.9	4
CN(C)c1oc(-c2ccc(OCc3ccccc3)cc2)nc1C#N	-6	-0.45	-0.74	0.043	12%[fluoresces]	12	61*	0.9	13
Cc1ccc(S(=O)(=O)N2CCN(C(=O)CC3CCCC3)CC2)cc1	-2	0.47	1.1	0.78	6%	15	8	0.9	-2
COc1ccc(OC)c(NC(=O)C2CCCN2C(=O)C2CCC(C)CC2)c1 (configuration not stated)	-2	0.1	1.4	-0.074	0%	-1	14	0.9	3
COC(=O)c1ccc(CSc2nc3c(c(=O)n2-c2ccccc2)SCC3)o1	4	0.12	1.7	-0.21	3%	15	-5	0.9	22
COc1ccc(NC(=O)Cc2nn(C)c(=O)c3ccccc23)c2ncccc12	-2	-0.0044	0.24	-0.16	6%	1	-9	0.9	0
CC(C)(Oc1ccc(Cl)cc1)C(=O)Nc1cccnc1	3	0.0015	.	0.033	8%	-7	0	1	10
O=C1C2CCCN2C(c2cccc(Br)c2)N1c1ccc(F)cc1 (configuration not stated)	2	-0.26	1.4	0.18	5%	2	-1	0.9	3
c1ccc(-n2ncc3c(NCc4ccc5c(c4)OCO5)ncnc32)cc1	8	0.17	0.57	-1	7%	5	2	0.9	-1
Cc1noc(NS(=O)(=O)c2ccc(NC(=O)C34CCC(CC3)C4)cc2)c1C	-3	-0.0044	-0.49	-0.25	2%	7	6	1	-9
O=C(COC(=O)C1CC1)Nc1ccc(Oc2ccccc2)cc1	2	-0.58	-0.14	-1.6	5%	22	4	0.9	23
CC1CCN(C(=O)CSc2ccc3nnc(-c4cccc(F)c4)n3n2)CC1	-7	-0.44	.	0.18	11%	16	3	1.1	-8
C=CCSC1=N/C(=C\c2ccc3c(c2)OCO3)C(=O)S1	7	0.16	0.65	-0.23	1%	10	2	0.9	9
CCOC(=O)c1oc2ccccc2c1NC(=O)COc1ccc(F)cc1	-2	-0.3	.	-0.28	16%	13	-4	1	-7
Cc1nnc(SC(C)C(=O)Nc2ccc(S(=O)(=O)N3CCCCCC3)cc2)s1 (configuration not stated)	-2	-2.5*	0.21	0.053	5%	5	4	1	37
CC1(C(=O)O)CCC(C(=O)NCCc2ccccc2)C1(C)C (configuration not stated)	1	0.46	-1.6	2.1	3%	12	2	0.9	-47
Cc1cc(Nc2cccc(Cl)c2C)n2ncnc2n1	-2	0.3	-0.3	0.16	1%	10	5	1	-3
CC1C(O)=C(c2nc3ccccc3[nH]2)C(=N)N1c1ccccc1 (configuration not stated)	8	-0.09	-2.8	0.036	3%	1	54*	1.2	10
COc1ccc(S(=O)(=O)Cc2ccc(C(=O)N3CCN(c4ccc(Cl)cc4)CC3)o2)cc1	15	2.3*	-0.83	-0.46	2%	11	-6	1	23
CCOC(=O)C1CCN(c2c(NCCCN3CCN(Cc4ccccc4)CC3)c(=O)c2=O)CC1	5	0.31	0.088	-0.33	4%	17	-11	0.9	-7
O=C1CC(N2CCOCC2)C(=O)N1CCc1ccccc1 (configuration not stated)	1	0.29	0.036	0.02	10%	14	-9	0.9	-7
COc1ccc(-c2nc(-c3cccc(C)c3)no2)cc1OC	4	-0.92	-0.66	-0.56	7%	-14	59*	1	-3
CC1CC(C)CN(c2nc3c(c(=O)[nH]c(=O)n3C)n2CCSc2nc3ccccc3o2)C1 (configuration not stated)	2	-1.5	0.015	-0.00083	3%	12	9	0.9	3
CCOC(=O)c1sc(NC(=O)CSc2nnnn2-c2ccc(C)cc2)c(C(=O)OCC)c1C	-5	-0.029	-0.097	0.54	2%	13	7	0.9	-7
CCOC(=O)C1CCCN(Cc2cccc(Cl)c2)C1 (configuration not stated)	4	-0.72	-0.7	0.0097	0%	20	-6	1	-1
CCOC(=O)CSC1=C(C#N)C(c2ccccc2OCC)C(C#N)C(=O)N1 (configuration not stated)	10	0.21	0.18	-0.41	7%	-1	22	0.9	27
Cc1cc(NC(=O)CCN2C(=O)C3C4C=CC(C4)C3C2=O)c2ccccc2n1 (configuration not stated)	12	3.3*	-0.25	-0.28	4%	15	-6	0.9	-11
COc1ccc(OC)c(S(=O)(=O)N2CCCCC2C(=O)N2CCN(c3ccccn3)CC2)c1 (configuration not stated)	.	0.85	.	-1.2	2%	12	-11	0.9	2
O=C(c1cc2ccccc2oc1=O)N(Cc1ccc2c(c1)OCO2)Cc1ccco1	-2	5*	.	-1.9	11%	8	2	0.9	50
CCCCOc1cccc(C(=O)N(Cc2ccco2)C2CCS(=O)(=O)C2)c1 (configuration not stated)	10	-0.54	-1.5	-0.26	1%	10	-7	0.9	-12
O=S(=O)(Cc1ccccc1)N1CCN(C/C=C/c2ccccc2)CC1	0	-0.044	-0.17	0.77	1%	3	10	0.9	-14
CCOC(=O)Cn1c(=O)c(-c2ccccc2N)nc2ccccc21	-13	-0.058	0.95	-0.38	5%	7	1	0.8	-9
O=C(CSCC(=O)N1CCCCC1)Nc1nc(-c2cccs2)cs1	2	5.7*	-2	-1.8	9%	-1	18	0.9	14
O=C(O)C1C2CCC(O2)C1C(=O)NCCC1=CCCCC1 (configuration not stated)	-18	-0.43	-0.28	0.35	4%	20	-20	0.8	-28
CCOc1cc(S(=O)(=O)N2CC=C(c3ccc(F)cc3)CC2)c(OCC)cc1-n1cnnn1	-8	-0.33	0.21	-0.047	5%	1	6	0.9	6
COc1cc(NC(=O)Cn2ncc3c2-c2ccccc2OC3)cc(OC)c1OC	-10	-1.1	-0.45	1.5	6%	-12	-9	1	0
COc1cccc(C=Nc2ccc3c(c2)OCCO3)c1O	3	0.43	-0.36	0.001	3%	11	-8	0.8	1
CCC(=O)N1CCc2cc(S(=O)(=O)NCCC(=O)N3CCc4ccccc4C3)ccc21	.	3.2	0.99	-0.93	6%	22	4	1	0
Cc1ccc(-n2c(=O)c(C#N)cc3c(=O)n4ccccc4nc32)cc1	-2	0.97	3.4	0.015	2%[fluoresces]	4	-6	1	-12
Cc1cnc(NC(=O)CSc2nnc(-c3ccncc3)n2C2CCCCC2)s1	5	0.29	0.87	-0.001	5%	19	-9	0.9	5
CC(C)C1N=C2c3ccccc3N=C(SCc3cc(=O)n4ccccc4n3)N2C1=O (configuration not stated)	13	-0.083	0.92	1.9	11%	11	-28	0.9	9
COc1ccc(/C=N/n2cc(-c3ccccc3)nc2N)cc1	-2	0.68	0.41	1.2	1%	-3	18	0.8	3
CCOC(=O)C1=C[C@]2(CC)CCCN3CCc4c(n1c1ccccc41)[C@@H]32	.	-1.1	-3.2	-2.9	3%	.	-9	0.9	10
CCC(=O)Nc1c(C(=O)N2CCCCCC2)cnn1-c1ccc(C)c(C)c1	-3	1.9	-0.4	0.21	7%	3	-19	0.9	-5

Entries from the list above containing two or more sulfur atoms, in the order listed:
SMILES	Jurkat viability	M1 agonist	D1 allo mod	M1 antag	NADH coupling	HEK293 NFkB inh	SF-1 act	TNAP act DEA	tolC growth inh
O=S(=O)(c1ccc2c(c1)OCCO2)N1CCC(c2nc3ccccc3s2)CC1	-1	-0.16	-0.58	0.54	7%	18	-1	0.9	1
COc1ccccc1-n1c(SCC(N)=O)nnc1-c1ccc(S(=O)(=O)N2CCCCC2)cc1	0	0.043	0.81	-0.72	5%	21	-1	0.9	4
COC(=O)c1ccc(CSc2nc3c(c(=O)n2-c2ccccc2)SCC3)o1	4	0.12	1.7	-0.21	3%	15	-5	0.9	22
C=CCSC1=N/C(=C\c2ccc3c(c2)OCO3)C(=O)S1	7	0.16	0.65	-0.23	1%	10	2	0.9	9
Cc1nnc(SC(C)C(=O)Nc2ccc(S(=O)(=O)N3CCCCCC3)cc2)s1 (configuration not stated)	-2	-2.5*	0.21	0.053	5%	5	4	1	37
CCOC(=O)c1sc(NC(=O)CSc2nnnn2-c2ccc(C)cc2)c(C(=O)OCC)c1C	-5	-0.029	-0.097	0.54	2%	13	7	0.9	-7
O=C(CSCC(=O)N1CCCCC1)Nc1nc(-c2cccs2)cs1	2	5.7*	-2	-1.8	9%	-1	18	0.9	14
Cc1cnc(NC(=O)CSc2nnc(-c3ccncc3)n2C2CCCCC2)s1	5	0.29	0.87	-0.001	5%	19	-9	0.9	5

Screening data from PubChem.

Compounds were not picked by outcome; about 15% have a hit in one of these screens.
